# Screening data: PubChem BioAssay, several laboratories
# STAT3 inh – IL-6 driven STAT3 reporter inhibitors, primary screen, U3A cells, luciferase, luminescence, MLSCN library. IL-6 STAT3-luciferase reporter; host cell line lacks STAT1. inhibition, % at 5.5 µM. hit rate 0.89% among 190,000;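 active = inhibition above the mean inhibition across all screened compounds plus 3 SD, cut at about 44% in these data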;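 note: 0% = DMSO only wells and 100% = 100 µM nifuroxazide control wells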
# SRC2 TRFRET art – TR-FRET signal artefacts, primary screen, artefact control for PPARgamma SRC-2 agonist project, biochemical. TR-FRET artefact counter-screen; stronger effect = higher value. TR-FRET ratio at 8 µM. hit rate 0.4% among 200,000. AID 1049, 2008; in the data active = TR-FRET ratio above about 2000; note: inactives centre near 1500
# TNAP act hi DEA – TNAP activators at high phosphate acceptor level, primary screen, biochemical, luminescence, uHTS | Alkaline phosphatase, tissue-nonspecific isozyme (Homo sapiens), P05186 | purified TNAP, CDP-star luminescence, 1 M DEA, 30 min; stronger effect = higher value; 0 = EDTA background, 1 = DMSO-only activity | activation factor at 20 µM | 200,000 tested, under 10 active | AID 1136, 2008;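 active = activation factor at least 2 at 20 µM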
#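 Measured by: Luminescent substrate turnover signal | Test system: Human TNAP | Input: TNAP 1/800 final | Dosing: 20 µM single point | Schedule: 30 min, room temperature | Controls: EDTA wells as negative control, DMSO wells as positive control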
# STAT1 inh – STAT1 signaling inhibitors, primary screen, cell-based, HTS, luciferase reporter; NIH 3T3 STAT1-luciferase reporter, IFN-gamma, luminescence; inhibition, % at 5.5 µM; hit rate 0.35% among 200,000;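 active = inhibition above a set limit, the mean inhibition across all tested compounds plus 3 SD, cut at about 34% in these data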;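 note: 0% = IFN-gamma with DMSO and 100% = IFN-gamma with 300 µM nifuroxazide; values of inactives mirror those of a sister screen read the other way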
# PPARg SRC2 recr – agonists of PPARg-SRC-2 recruitment, primary screen, biochemical, HTS; hit rate 0.34% among 200,000; PPARgamma LBD-SRC-2 recruitment; activation, % at 8 µM; Peroxisome proliferator-activated receptor gamma (Homo sapiens), P37231; in the data active = activation above about 22%;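 note: 0% = vehicle and 100% = reference agonist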
# Target sequence (P37231 whole entry, looked up, the tested form may be a part): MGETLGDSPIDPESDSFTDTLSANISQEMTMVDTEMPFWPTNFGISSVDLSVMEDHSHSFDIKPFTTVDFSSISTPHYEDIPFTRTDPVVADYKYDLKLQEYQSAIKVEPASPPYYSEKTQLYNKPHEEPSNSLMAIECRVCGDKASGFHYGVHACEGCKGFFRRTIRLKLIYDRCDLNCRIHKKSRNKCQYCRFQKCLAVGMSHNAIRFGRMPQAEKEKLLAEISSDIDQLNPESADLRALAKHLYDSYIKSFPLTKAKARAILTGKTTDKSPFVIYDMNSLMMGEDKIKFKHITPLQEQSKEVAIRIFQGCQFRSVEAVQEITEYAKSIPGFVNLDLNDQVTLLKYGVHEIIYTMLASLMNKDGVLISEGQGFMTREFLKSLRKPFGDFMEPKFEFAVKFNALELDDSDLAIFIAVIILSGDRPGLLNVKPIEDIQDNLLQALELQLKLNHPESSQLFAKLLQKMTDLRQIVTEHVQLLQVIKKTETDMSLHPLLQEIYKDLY
# bIAP act – bovine intestinal alkaline phosphatase activators, primary screen, biochemical, bovine IAP, CDP-star luminescence | hit rate 0.17% among 200,000 | alkaline phosphatase, intestinal [Bos taurus] | activation factor at 20 µM | purified bovine IAP, 30 min; stronger effect = higher value; fold of DMSO-control signal, blank-subtracted;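 active = activation factor of 2 or more at 20 µM, a signal rise over negative controls twice the positive control's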
# PPARg SRC-1 ag – PPARgamma agonists recruiting SRC-1 coactivator, primary screen, biochemical. hit rate 0.41% among 200,000. activation, % at 8 µM. PPARgamma-SRC-1 coactivator recruitment biochemical assay. Peroxisome proliferator-activated receptor gamma (Homo sapiens), P37231. AID 631, 2007; in the data active = activation above about 19%;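 note: 0% = DMSO and 100% = reference agonist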
# STAT3 activator – IL-6 driven STAT3 reporter potentiators, primary screen, U3A cells, luciferase, luminescence, MLSCN library. IL-6 STAT3-luciferase reporter; 100% = signal with IL-6 EC80 alone. activation (% of control), % at 5.6 µM. hit rate 0.91% among 190,000. AID 871, 2007;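 active = activation above the screen-wide mean of compound activation plus 3 SD, cut at about 130% in these data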;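 note: 0% = background luminescence of wells with medium and substrate only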
#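 Material: STAT1-lacking human U3A cells, STAT3 luciferase reporter | Benchmarks: IL-6-only wells as 100% reference | Probe or stimulus: IL-6 (33 ng/mL) | Timing: Compound 1 h, then IL-6 6 h at 37 °C | Detection: Luminescence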
# ROMK mod – ROMK potassium channel modulators, primary screen, cell-based, thallium flux, MLSMR library | hit rate 2% among 130,000 | AID 1918, 2009 | Tet-inducible ROMK, thallium flux fluorescence; actives lie on both sides | B-score at 10 µM | ATP-sensitive inward rectifier potassium channel 1 (Homo sapiens), P48048;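 active = signal ratio slope over the read window, or its plate-corrected B-score, at least 3 SD from the plate mean, either direction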;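 note: B-score of the F/F0 ratio slope over 7 to 12 s after thallium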
# Target sequence (P48048 whole entry, looked up): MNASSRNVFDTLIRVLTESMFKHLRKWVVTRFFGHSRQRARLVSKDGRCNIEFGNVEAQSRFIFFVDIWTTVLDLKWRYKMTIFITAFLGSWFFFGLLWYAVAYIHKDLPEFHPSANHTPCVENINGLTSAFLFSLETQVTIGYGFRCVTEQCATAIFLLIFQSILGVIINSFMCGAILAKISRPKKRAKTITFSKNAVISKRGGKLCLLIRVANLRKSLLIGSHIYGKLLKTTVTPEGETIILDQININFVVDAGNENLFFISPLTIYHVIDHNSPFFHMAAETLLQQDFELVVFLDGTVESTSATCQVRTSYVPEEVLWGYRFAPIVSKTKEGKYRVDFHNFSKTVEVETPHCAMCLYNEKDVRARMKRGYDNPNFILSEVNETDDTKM
# PPARg SRC-3 ag – PPARgamma agonists recruiting SRC-3 coactivator, primary screen, biochemical. hit rate 0.26% among 200,000. AID 731, 2007. activation, % at 8 µM. biochemical PPARgamma/SRC-3 coactivator recruitment assay; in the data active = activation above about 23%;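 note: 0% = DMSO and 100% = reference agonist; some compounds past the cut are filed as inactive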
# bIAP inhibitor – bovine intestinal alkaline phosphatase inhibitors, primary screen, selectivity assay for TNAP inhibitor project, biochemical, bovine IAP, CDP-star luminescence; alkaline phosphatase, intestinal [Bos taurus]; purified bovine IAP, 30 min; inhibition, % at 20 µM; 190,000 tested, under 10 active;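 active = over 50% inhibition of intestinal alkaline phosphatase at 20 µM in the single-dose screen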
#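 Assay system – bovine IAP enzyme · Quantity – bovine IAP at 1/65,000,000 final dilution · Detection – CDP-star luminescence signal · Times – 30 min reaction at room temperature · Also added – CDP-star substrate at 30 µM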
# * = called active by the depositor; x = not tested or not shown. No enrichment for hits (roughly 3.7% active in at least one column).
SMILES,STAT3 inh,SRC2 TRFRET art,TNAP act hi DEA,STAT1 inh,PPARg SRC2 recr,bIAP act,PPARg SRC-1 ag,STAT3 activator,ROMK mod,PPARg SRC-3 ag,bIAP inhibitor
Cc1ccc(NS(=O)(=O)c2cc(C(=O)N3CCOCC3)ccc2C)cc1,4,1583,1.1,-2,9,0.9,4,99,-0.0016,-2,13
COC(=O)NCC(c1cccnc1)N1CCN(c2ccccc2)CC1 (stereo unspecified),1,1442,1.1,3,0,0.9,3,103,x,6,5
CCn1nc(C)cc1C(=O)N1CCCC(CCC(=O)NCc2ccccc2F)C1 (stereo unspecified),14,1597,1.1,16,10,1,2,91,2.4,0,-4
CCCCc1ccc(S(=O)(=O)N2CCN(C(=O)c3ccco3)CC2)cc1,0,1698,1,8,-3,1,-1,101,-0.73,-2,2
Cc1nn(CC(=O)NCc2ccc(Cl)cc2)c(C)c1[N+](=O)[O-],-7,1576,1.1,-11,1,0.8,-1,104,0.51,-1,17
O=C(Cc1c[nH]c2ccccc12)Nc1ccc(N2CCOCC2)cc1,-11,1525,1,8,13,1.1,-6,113,0.33,2,-8
CCCNC(=O)C(=O)Nc1ccc(N(C)C)cc1,-12,1538,1,-39,12,1,0,112,x,8,3
Cc1ccccc1OCC(=O)Nc1ccccc1-c1ccccc1NC(=O)COc1ccccc1C,-3,1477,1,11,4,0.9,-2,100,-1.2,-3,14
COC(=O)c1ccc(COc2cccc(C)c2C)cc1,13,1738,1,-6,-1,0.9,5,93,0.51,2,10
O=C(NC1CCCC1)c1ccc(CSc2nc3ccncc3n2Cc2ccc(F)cc2)cc1,4,1694,1.1,5,14,0.9,-1,96,0.8,1,13
N#CC(c1ccccc1)N(CCCCl)C(=O)c1ccc(Br)cc1 (stereo unspecified),7,1484,1,-14,8,1,2,94,-2.3,8,-1
COc1cccc2sc(Nc3nc(C)c(C(C)=O)s3)nc12,-6,1720,1,-13,7,1.4,8,108,-0.42,18,-44
CCOC(=O)c1ccccc1N/C=C1\CCCCC1=O,10,1455,1,-4,-5,0.9,-3,95,x,0,6
C=CCn1c(SCC(=O)c2c(N)n(C)c(=O)n(C)c2=O)nnc1-c1ccccc1F,8,1634,0.9,4,8,1.1,-5,95,-1.1,-2,-9
Cc1nc2ccccc2c2oc(C(=O)Nc3ccc4c(c3)OCCO4)cc12,30,1698,1,3,2,0.9,6,80,x,3,6
CC(=O)C1=C(O)C(=O)N(CCN(C)C)C1c1ccc(Cl)cc1 (stereo unspecified),8,1500,1,2,-3,1,-3,101,x,-5,3
CC1CCCN(S(=O)(=O)c2ccc3c(c2)CCN3C(=O)C2CCC2)C1 (stereo unspecified),5,1604,1,4,6,1,4,101,x,-2,0
CCCCn1c(NC(=O)c2ccccc2)nc2ccccc21,8,1564,1.1,-4,4,0.8,6,96,-0.49,0,22
COc1ccnc(Oc2ccc(F)cc2)c1C(=O)N/C=N/OCc1c(Cl)cccc1Cl,-8,1501,1,3,-2,0.9,6,111,x,7,9
COc1ccc(N2CCN(C(=O)CSc3nnc(-c4ccco4)n3C)CC2)cc1,7,1512,1,-5,15,1,9,96,-0.8,1,0
Cc1cc(C)c(C)c(S(=O)(=O)NC(C(=O)O)C(C)C)c1C (stereo unspecified),-2,1700,1.1,-9,6,0.9,6,103,1,-2,14
O=C1CSC(=S)N1Cc1cccnc1,13,1621,1,22,-3,0.6,2,91,x,-3,44
CCc1nc(SCC(=O)NNC(=O)c2ccc(OC)cc2)c2ccccc2n1,7,1472,1,13,0,1.2,8,96,-1.6,-2,-21
O=C(Nc1ccccc1Cl)c1ccc2nsnc2c1,16,1598,1,-37,-1,0.9,3,88,-0.62,2,6
C/C(=N\NC(=O)c1c(Cl)cnn1C)c1cccc(NC(=O)COc2ccccc2)c1,29,1655,1,-4,6,0.9,4,77,x,7,13
Cc1ccc(OC(=O)CCC(=O)Nc2ccc(S(=O)(=O)Nc3cc(C)on3)cc2)cc1,-3,1342,1,6,2,1,-3,104,x,0,1
O=C(CN1C(=O)CCC1=O)Nc1ccc2c3c(cccc13)CC2,4,1654,1,4,2,0.9,3,101,x,6,10
O=C(Nc1ccncc1)Nc1ccc(F)c(Cl)c1,18,1595,1,10,3,1,3,88,-0.91,3,4
Cc1ccc(-c2nn(-c3ccccc3)cc2NC(=O)CCl)cc1,10,1549,1,-12,-2,0.8,-3,96,0.0024,0,18
COc1ccc([N+](=O)[O-])cc1NC(=O)c1ccccc1N(C)S(C)(=O)=O,3,1633,1,-12,6,1.2,2,108,0.73,2,-19

# 11 neighbouring compounds from above, for reference:
SMILES,STAT3 inh,SRC2 TRFRET art,TNAP act hi DEA,STAT1 inh,PPARg SRC2 recr,bIAP act,PPARg SRC-1 ag,STAT3 activator,ROMK mod,PPARg SRC-3 ag,bIAP inhibitor
CC(=O)C1=C(O)C(=O)N(CCN(C)C)C1c1ccc(Cl)cc1 (stereo unspecified),8,1500,1,2,-3,1,-3,101,x,-5,3
CC1CCCN(S(=O)(=O)c2ccc3c(c2)CCN3C(=O)C2CCC2)C1 (stereo unspecified),5,1604,1,4,6,1,4,101,x,-2,0
CCCCn1c(NC(=O)c2ccccc2)nc2ccccc21,8,1564,1.1,-4,4,0.8,6,96,-0.49,0,22
COc1ccnc(Oc2ccc(F)cc2)c1C(=O)N/C=N/OCc1c(Cl)cccc1Cl,-8,1501,1,3,-2,0.9,6,111,x,7,9
COc1ccc(N2CCN(C(=O)CSc3nnc(-c4ccco4)n3C)CC2)cc1,7,1512,1,-5,15,1,9,96,-0.8,1,0
Cc1cc(C)c(C)c(S(=O)(=O)NC(C(=O)O)C(C)C)c1C (stereo unspecified),-2,1700,1.1,-9,6,0.9,6,103,1,-2,14
O=C1CSC(=S)N1Cc1cccnc1,13,1621,1,22,-3,0.6,2,91,x,-3,44
CCc1nc(SCC(=O)NNC(=O)c2ccc(OC)cc2)c2ccccc2n1,7,1472,1,13,0,1.2,8,96,-1.6,-2,-21
O=C(Nc1ccccc1Cl)c1ccc2nsnc2c1,16,1598,1,-37,-1,0.9,3,88,-0.62,2,6
C/C(=N\NC(=O)c1c(Cl)cnn1C)c1cccc(NC(=O)COc2ccccc2)c1,29,1655,1,-4,6,0.9,4,77,x,7,13
Cc1ccc(OC(=O)CCC(=O)Nc2ccc(S(=O)(=O)Nc3cc(C)on3)cc2)cc1,-3,1342,1,6,2,1,-3,104,x,0,1

# (continued)
SMILES,STAT3 inh,SRC2 TRFRET art,TNAP act hi DEA,STAT1 inh,PPARg SRC2 recr,bIAP act,PPARg SRC-1 ag,STAT3 activator,ROMK mod,PPARg SRC-3 ag,bIAP inhibitor
Nn1cc(-c2ccccc2)nc1SCC(=O)NCC1CCCO1 (stereo unspecified),-1,1628,1,-9,5,1.1,9,103,-0.063,-4,-12
CCC(=O)N1CCN(c2cc(N3CCN(C)CC3)c(F)cc2[N+](=O)[O-])CC1,4,1537,0.9,-6,4,0.9,0,98,x,0,11
CC[C@H](C)[C@H](NC(=O)[C@H](Cc1ccc(O)cc1)NC(=O)[C@@H](N)C(C)C)C(=O)N[C@@H](Cc1cnc[nH]1)C(=O)N1CCC[C@H]1C(=O)N[C@@H](Cc1ccccc1)C(=O)O,1,1401,1,-4,-3,0.9,6,101,x,0,13
C1=CC2c3ccccc3NC(c3ccncc3)C2C1 (stereo unspecified),4,1750,1,9,5,1.1,5,101,x,6,-8
CCOC(=O)c1cnc(SCC(=O)OC)nc1N,5,1594,1.1,-3,7,0.9,-1,102,0.42,6,8
COc1ccc(N(C(=O)CCC(=O)Nc2cc(C)on2)C(C(=O)NC2CCCC2)c2ccco2)cc1 (stereo unspecified),-3,1648,1,-13,0,1.1,6,106,-0.16,-1,-7
CCS(=O)(=O)c1ccc2oc(SCC(=O)Nc3ccc(OC)c(OC)c3)nc2c1,-1,1558,0.9,-5,-1,1,1,102,0.58,-5,4
COc1ccc(C(C)=O)cc1CN1C(=O)NC(CC(C)C)C1=O (stereo unspecified),-2,1590,1,0,9,1.2,5,106,0.27,1,-24
CCC(C)n1c(SCC(=O)NCc2ccco2)nnc1-c1cccc(S(=O)(=O)N2CCOCC2)c1 (stereo unspecified),-1,1415,1,-2,-3,1,1,104,-0.031,1,4
CCOc1cccc(SCc2noc(C(=O)NCCOC)c2C(=O)O)c1,18,1459,1,5,-4,1,-1,90,0.084,-5,-2
O=C(CCC(=O)N(CC(=O)NC1CCCC1)Cc1cccs1)Nc1nccs1,12,1496,1,3,3,1,-4,93,-0.14,5,-4
COc1ccc(/C(O)=C2/C(=O)C(=O)N(CC3CCCO3)C2c2ccc(OC)c(OC)c2)cc1 (stereo unspecified),1,1857,1,6,0,0.9,2,107,x,11,6
O=C(NCCc1c[nH]c2ccccc12)/C(=C\c1cccs1)NC(=O)c1ccccc1,2,1478,1.1,-5,6,1,-7,99,-1.6,0,2
C=CCNC(=O)CCCC(=O)NCC=C,-2,1667,1,-1,13,0.8,6,104,x,-2,16
Cc1c(NC(=O)CSc2nnnn2-c2ccc(O)cc2)c(=O)n(-c2ccccc2)n1C,2,1645,1,-4,3,1,2,102,0.22,2,-1
NC(=O)c1nsc(C(=O)N(CC(=O)NC2CCCC2)Cc2ccc3c(c2)OCO3)c1N,17,1608,1.1,5,10,1,7,91,0.67,4,3
CS(=O)(=O)N1CCN(CCN2C(=O)c3cccc4cccc(c34)C2=O)CC1,23,1544,1.1,-1,-5,1,0,84,1.8,-8,-1
CCOC(=O)C1(Cc2cccc(OC)c2)CCCN(Cc2cnn(C)c2)C1 (stereo unspecified),-2,1607,1,-9,0,1.1,3,107,0.31,4,-6
COc1ccc(N2C(=O)CC(Sc3ncccc3C(=O)O)C2=O)cc1 (stereo unspecified),3,1524,1,2,-2,0.9,-4,97,-0.014,1,8
CCOC(=O)c1c[nH]c(=O)c(Br)c1O,18,1309,1,12,-5,1,-2,87,0.52,-2,3
